Screening results deposited in PubChem by National Center for Advancing Translational Sciences (NCATS).
HADH2 inhib: inhibitors of human HADH2 dehydrogenase. Q99714. recombinant HADH2, NADH fluorescence, beta-hydroxybutyryl-CoA. Potency, µM (series often up to 57.1 µM), inactives show at the highest dose activity change, negative = inhibition, most hits filed as inhibitors. 73,000 tested, 3.4% active; further: potency means the concentration at half of the fitted maximal effect; on the % scale 0 is the no-effect control and ±100 the full control effect; nearly all actives have a fitted effect of over 60% in size; many of its hits are not listed in these tables
Target sequence (Q99714 whole entry, looked up, one chain of several): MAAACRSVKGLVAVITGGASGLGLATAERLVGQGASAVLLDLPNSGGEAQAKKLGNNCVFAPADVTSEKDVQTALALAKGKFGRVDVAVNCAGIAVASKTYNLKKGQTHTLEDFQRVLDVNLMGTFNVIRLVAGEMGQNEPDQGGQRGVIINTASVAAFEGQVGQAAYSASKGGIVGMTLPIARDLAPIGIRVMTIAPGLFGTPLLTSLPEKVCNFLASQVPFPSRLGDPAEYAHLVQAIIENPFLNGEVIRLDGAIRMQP
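Read-out: 360 nm excitation, 450 nm emission, kinetic over 4 min. Conditions: His-tagged human HADH2 20 nM, pH 9.0 Tris with Tween-20, 1 mM NAD+, 90 uM beta-hydroxybutyryl-CoA.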
DNA Pol III inh: blocks replication by bacterial DNA polymerase III holoenzyme; 71,000 tested, 0.25% active; Potency, µM (doses to about 57.1 µM), inactives show at the top dose activity change, negative = inhibition; reconstituted DNA polymerase III holoenzyme replication, biochemical; AID 603; further: potency means the concentration at half of the fitted maximal effect; on the % scale 0 is the no-effect control and ±100 the full control effect
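Reconstituted *E. coli* holoenzyme (0.35 nM Pol III, 1 nM beta, 154 nM SSB, 2 nM primase) was preincubated with compound for 15 min at RT. Synthesis on 1.4 nM ssM13Gori ran 35 min, then was stopped with PicoGreen/EDTA and read as dsDNA fluorescence.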
Hsp90 Hop PPI: changes Hsp90-Hop TPR2A binding signal, up or down | AlphaScreen TPR2A-His6 binding biotin-Hsp90 C-terminal peptide | Potency, µM (series often up to 57 µM), inactives show top-dose activity change, negative = inhibition | 71,000 tested, 0.44% active; active means well fitted curve in either direction with a large enough effect; inconclusive means small, poorly fitted or top-dose-only effect, or another doubt; further: potency means the concentration at half of the fitted maximal effect; on the % scale 0 is the no-effect control and ±100 the full control effect; many of its hits are not listed in these tables
ALOX15 inhib: 15-hLO (ALOX15) enzyme inhibition; P16050; purified 15hLO-1, xylenol orange hydroperoxide absorbance; Potency, µM (highest dose often 57.1 µM), without a hit: at the highest dose activity change, negative = inhibition, actives largely listed as inhibitors; 74,000 tested, 1.4% active; AID 887; further: potency means the concentration at half of the fitted maximal effect; on the % scale 0 is the no-effect control and ±100 the full control effect; nearly all actives have a fitted effect of over 55% in size
Target sequence (P16050 whole entry, looked up): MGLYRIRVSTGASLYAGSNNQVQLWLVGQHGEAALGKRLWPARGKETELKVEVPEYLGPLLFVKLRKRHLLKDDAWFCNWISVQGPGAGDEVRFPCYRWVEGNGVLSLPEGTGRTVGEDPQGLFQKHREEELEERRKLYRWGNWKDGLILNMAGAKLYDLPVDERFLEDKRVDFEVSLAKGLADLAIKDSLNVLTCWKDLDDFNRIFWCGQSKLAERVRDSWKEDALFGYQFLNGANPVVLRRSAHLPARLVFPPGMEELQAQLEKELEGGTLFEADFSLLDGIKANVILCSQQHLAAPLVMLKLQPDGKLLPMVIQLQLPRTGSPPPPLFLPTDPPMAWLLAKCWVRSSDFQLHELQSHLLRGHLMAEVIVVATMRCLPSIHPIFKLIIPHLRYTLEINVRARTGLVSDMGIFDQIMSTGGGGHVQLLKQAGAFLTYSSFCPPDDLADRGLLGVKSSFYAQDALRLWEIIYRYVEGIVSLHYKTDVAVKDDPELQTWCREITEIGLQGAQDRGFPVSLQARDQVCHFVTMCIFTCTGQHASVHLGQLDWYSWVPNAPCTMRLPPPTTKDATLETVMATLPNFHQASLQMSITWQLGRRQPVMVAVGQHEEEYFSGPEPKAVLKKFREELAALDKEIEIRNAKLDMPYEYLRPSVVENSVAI
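Hydroperoxide formed from arachidonic acid (50 uM) by purified human 15hLO-1 (40 nM) oxidizes ferrous iron, and the ferric-xylenol orange complex is read at 573 versus 405 nm. Compounds were preincubated 15 min; reaction ran 6 min at room temperature.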
HBB splice mod: alters splicing of the hemoglobin beta chain; HBB splicing reporter cell assay, activation; EGFP reporter with mutant IVS2-654 intron; response scale: normalised to 500 nM splice-correcting PNA; Potency, µM (top dose mostly 46.1 µM), without a hit: at the highest dose activation, actives largely listed as activators; 65,000 tested, 0.06% active; AID 925; further: potency means the concentration at half of the fitted maximal effect; 0% is about no effect
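Compounds were applied for 2 days to HeLa EGFP-654 cells, 500/well in Optimem with 2% FCS. The reporter's EGFP is disrupted by mis-splicing of beta-globin intron IVS2-654. Readout: summed well GFP fluorescence from 488 nm laser scanning; reference was 500 nM antisense […] 654 PNA.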
TexasRed autofl: compound fluoresces in the Texas Red spectral region; Compound fluorescence, Texas Red channel, 547/618 nm; active compounds read high; max dye-equivalent concentration, M; 59,000 tested, 0.06% active; in the data active means max dye-equivalent concentration above about 10 nM; inconclusive means between about 1.1 nM and that limit
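qHTS profiling of intrinsic compound fluorescence; 100 mM Tris pH 8.0; 15 min RT; ex 547 / em 618 nm; response expressed as Texas Red dye-equivalent concentration from six-point plate standard.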
UbGFP stabilizer: proteasome inhibitors stabilizing ubiquitin-GFP reporter; Ubiquitin-GFP reporter cells, proteasome inhibition, GFP fluorescence; response scale: untreated = 0%, 10 µM MG-132 = 100%; 67,000 tested, under 10 active; Potency, µM (top dose mostly 45.9 µM), inactives show at the highest dose activation (GFP accumulation), most hits filed as activators; active means well fitted activation curve with a large enough effect, not every such curve was filed as active; inconclusive means small, poorly fitted or top-dose-only effect, or another doubt; inactive means no such curve, though single readings can be large or run the other way; further: potency means the concentration at half of the fitted maximal effect
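U2OS cells stably expressing ubiquitin(G76V)-GFP, seeded overnight in 0.5% FBS medium, were exposed to compounds (qHTS, 46 uM to 2.9 nM) for 4 hr at 37 °C. GFP-positive cells were counted by laser cytometry (488 ex/515 em), normalized between basal and 10 uM MG-132.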
Fluorescein fluor: fluorescein region autofluorescence; max fluorescein-equivalent concentration, M; AID 593; Compound autofluorescence, 480/540 nm, fluorescein-equivalent; active compounds read high; 59,000 tested, 0.91% active; in the data active means max fluorescein-equivalent concentration above about 10 nM; inconclusive means between about 1.1 nM and that limit
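Autofluorescence profiling; 100 mM Tris, pH 8.0; incubation 15 min at RT; ex/em 480/540 nm; result as fluorescein-equivalent concentration.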
Rhodamine fluor: rhodamine region autofluorescence; 59,000 tested, 0.05% active; Rhodamine-region fluorescence, 547/598 nm, Tris buffer; active compounds read high; AID 594; max dye-equivalent concentration, M; in the data active means max dye-equivalent concentration above about 11 nM; inconclusive means between about 1.1 nM and that limit
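Intensities are converted to rhodamine-equivalent concentration using a six-point rhodamine standard on each plate. Compounds sit 15 min at room temperature in 100 mM Tris buffer, pH 8.0; read uses the 547/598 nm excitation/emission pair.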
Epigenetic mod: epigenetic GFP locus derepression in mouse cells; AID 597; Potency, µM (series often up to 46.1 µM), for the others: at the highest dose GFP derepression (activation); mouse C127i GFP locus derepression, cytometry, 30 h; 68,000 tested, 0.09% active; further: % of control where 0% means no effect
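Locus derepression in mouse mammary C127i cells whose integrated CMV-GFP reporter is normally silent; GFP expression after 30 h compound treatment was quantified by counting fluorescent cells.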
4-MU autofl: compound fluoresces in the 4-MU spectral region. 59,000 tested, 11% active. max dye-equivalent concentration, M. compound autofluorescence, 340/450 nm, 4-MU equivalents; active compounds read high; in the data active means max dye-equivalent concentration above about 10 nM; inconclusive means mostly about 1.1 nM to 9.6 nM
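Intrinsic fluorescence at 340/450 nm (ex/em) was read after 15 min at room temperature in pH 8.0, 100 mM Tris. Each compound concentration expressed as 4-MU-equivalent concentration from a six-point 4-MU standard series on each plate.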
* marks the source's active call; other numbers are inactive results; [ ] = another dose, or the depositor's remark. Unless noted, the call rests on the fitted dose curve; in most records, active means well fitted curve in the direction sought with a large enough effect; inconclusive means small, poorly fitted or top-dose-only effect, or another doubt; inactive means no such curve, though single readings can be large; an effect the other way counts as inactive or inconclusive.

NC(=O)CN1C(=O)C2CCCCN2C(=O)c2ccccc21 (stereo unspecified) was read as HADH2 inhib 0%, DNA Pol III inh -5%, Hsp90 Hop PPI -3%, ALOX15 inhib -3%, TexasRed autofl inactive, UbGFP stabilizer 4%, Fluorescein fluor inactive, Rhodamine fluor inactive, Epigenetic mod 1% and 4-MU autofl 3.6e-08M*.
For COc1ccc2[nH]cc(C(=O)N3CCCCC3)c(=O)c2c1 the results were HADH2 inhib -12%, DNA Pol III inh 17%, Hsp90 Hop PPI -4%, ALOX15 inhib 7%, HBB splice mod 0.2%[57.5 µM], TexasRed autofl inactive, UbGFP stabilizer -4%, Fluorescein fluor inactive, Rhodamine fluor inactive, Epigenetic mod 0% and 4-MU autofl 1.4e-08M*.
Cc1ccc(-n2nc(C)c(C3C(C#N)=C(N)OC4=C3C(=O)CC(C)(C)C4)c2Cl)cc1 (stereo unspecified) was read as HADH2 inhib 14%, DNA Pol III inh -2%, Hsp90 Hop PPI 0%, ALOX15 inhib inconclusive, TexasRed autofl inactive, UbGFP stabilizer 1%, Fluorescein fluor inactive, Rhodamine fluor inactive, Epigenetic mod -2% and 4-MU autofl inactive.
For COc1ccc(OC)c(-n2c(O)cnc2Nc2nc(C)cc(C)n2)c1 the results were HADH2 inhib 2%[11.4 µM], DNA Pol III inh 0%[11.4 µM], Hsp90 Hop PPI -5%[11 µM], ALOX15 inhib 0%[11.4 µM], HBB splice mod -1.0%[0.0738 µM], UbGFP stabilizer 1%[9.17 µM] and Epigenetic mod 2%.
Screening COc1ccccc1CNC(=O)C1CCCN(S(C)(=O)=O)C1 (stereo unspecified) returned HADH2 inhib 2%, DNA Pol III inh -7%, Hsp90 Hop PPI -1%, ALOX15 inhib -2%, HBB splice mod -0.6%, TexasRed autofl inconclusive, UbGFP stabilizer -2%, Fluorescein fluor inactive, Rhodamine fluor inactive, Epigenetic mod 5% and 4-MU autofl inconclusive.
For Fc1ccc(-c2nc3nc4ccccc4nc3n2Cc2ccco2)cc1 the results were HADH2 inhib 16%, DNA Pol III inh -6%, Hsp90 Hop PPI 0%, ALOX15 inhib -24%, HBB splice mod -0.6%[57.5 µM], TexasRed autofl inactive, UbGFP stabilizer 3%, Fluorescein fluor inactive, Rhodamine fluor inactive, Epigenetic mod 2% and 4-MU autofl 1.3e-07M*.
`O=S(=O)(c1ccc(Cl)cc1)N1CCSC1c1ccco1` (stereo unspecified) gave HADH2 inhib -13%, DNA Pol III inh -4%, Hsp90 Hop PPI 5%, ALOX15 inhib -5%, HBB splice mod -0.6%, TexasRed autofl inactive, UbGFP stabilizer 7%, Fluorescein fluor inactive, Rhodamine fluor inactive, Epigenetic mod 4% and 4-MU autofl inactive.
Screening CCN=C1SC(C(N)=O)CC(=O)N1CC (stereo unspecified) returned HADH2 inhib -1%, DNA Pol III inh -8%, Hsp90 Hop PPI -2%, ALOX15 inhib 10%, TexasRed autofl inactive, UbGFP stabilizer 2%, Fluorescein fluor inconclusive, Rhodamine fluor inactive, Epigenetic mod -2% and 4-MU autofl inactive.
For CCCOc1ccc(/C(O)=C2/C(=O)C(=O)N(CCN3CCOCC3)C2c2ccccc2)cc1 (stereo unspecified) the results were TexasRed autofl inactive, Fluorescein fluor inactive, Rhodamine fluor inactive, Epigenetic mod -1%[20.6 µM] and 4-MU autofl inactive.
Screening C1CCN(c2nc3nonc3nc2N2CCCCC2)CC1 returned HADH2 inhib -13%, DNA Pol III inh -2%, Hsp90 Hop PPI -3%, ALOX15 inhib 1%, HBB splice mod -0.1%[9.22 µM], UbGFP stabilizer 12% and Epigenetic mod -2%.
For O=C1c2oc3ccc(Cl)cc3c(=O)c2C(c2ccco2)N1CCN1CCOCC1 (stereo unspecified) the results were HADH2 inhib -24%, DNA Pol III inh -4%, Hsp90 Hop PPI -4%, ALOX15 inhib 7%, HBB splice mod -1.1% and UbGFP stabilizer 6%.
`O=C(CSCSCC(=O)NCC1CCCO1)NCC1CCCO1` (stereo unspecified) gave HADH2 inhib -2%, DNA Pol III inh 6%, Hsp90 Hop PPI inconclusive, ALOX15 inhib -20%, HBB splice mod 2.1%[57.5 µM], TexasRed autofl inactive, UbGFP stabilizer 1%, Fluorescein fluor inactive, Rhodamine fluor inactive, Epigenetic mod 3% and 4-MU autofl inactive.
Cc1ccccc1CN(c1ccc(C(N)=O)cc1)S(C)(=O)=O was read as HADH2 inhib -4%, DNA Pol III inh -1%, Hsp90 Hop PPI -3%, ALOX15 inhib 13%, HBB splice mod -0.1%[57.5 µM], TexasRed autofl inactive, UbGFP stabilizer 2%, Fluorescein fluor inconclusive, Rhodamine fluor inactive, Epigenetic mod 0% and 4-MU autofl inactive.
Screening NS(=O)(=O)c1ccc(CCNC(=O)C2CCCN(S(=O)(=O)c3cccnc3)C2)cc1 (stereo unspecified) returned HADH2 inhib -8%, DNA Pol III inh 2%, Hsp90 Hop PPI -4%[2.3 µM], ALOX15 inhib 8%, HBB splice mod -1.0% and UbGFP stabilizer 2%.
For COC(=O)CNC(=O)COC(=O)c1cc(Cl)cc(Cl)c1N the results were HADH2 inhib 32µM*, DNA Pol III inh -3%, Hsp90 Hop PPI 1%, ALOX15 inhib -10%, HBB splice mod -0.2%[57.5 µM], TexasRed autofl inactive, UbGFP stabilizer -1%, Fluorescein fluor inconclusive, Rhodamine fluor inactive, Epigenetic mod -1% and 4-MU autofl 3.2e-06M*.
For O=C(NCc1ccc2c(c1)OCO2)c1ccc(COc2cccc(Cl)c2)o1 the results were HADH2 inhib -11%, DNA Pol III inh -2%, Hsp90 Hop PPI 12%, ALOX15 inhib inconclusive, HBB splice mod -0.2%[57.5 µM], TexasRed autofl inactive, UbGFP stabilizer -1%, Fluorescein fluor inactive, Rhodamine fluor inactive, Epigenetic mod 0% and 4-MU autofl inactive.
For O=C(COC(=O)c1cnccn1)c1ccc(OC(=O)c2ccccc2)cc1 the results were HADH2 inhib -7%[11.4 µM], DNA Pol III inh -28%[11.4 µM], Hsp90 Hop PPI -8%[11 µM], ALOX15 inhib 4%[11.4 µM], HBB splice mod -1.6%[0.0738 µM], UbGFP stabilizer -1%[9.17 µM] and Epigenetic mod -2%.
For Cc1cc(C)cc(NC(=O)C2CCCN(c3nccc(C)n3)C2)c1 (stereo unspecified) the results were HADH2 inhib 8%, DNA Pol III inh -1%, Hsp90 Hop PPI -4%, ALOX15 inhib -3%, HBB splice mod -0.9%, TexasRed autofl inactive, UbGFP stabilizer 1%, Fluorescein fluor inactive, Rhodamine fluor inactive, Epigenetic mod 4% and 4-MU autofl inactive.
`Cc1noc(C)c1COC(=O)c1ccc2c(c1)OCO2` gave HADH2 inhib -6%, DNA Pol III inh -4%, Hsp90 Hop PPI 0%, ALOX15 inhib -3%, HBB splice mod -6.2%, TexasRed autofl inactive, UbGFP stabilizer -3%, Fluorescein fluor inconclusive, Rhodamine fluor inactive, Epigenetic mod 6% and 4-MU autofl inconclusive.
Screening CC(C)c1ccc2oc(-c3ccc(NC(=O)c4ncn[nH]4)cc3)nc2c1 returned HADH2 inhib 25µM*, DNA Pol III inh -3%, Hsp90 Hop PPI inconclusive, ALOX15 inhib inconclusive, HBB splice mod -1.5%, TexasRed autofl inactive, UbGFP stabilizer 0%, Fluorescein fluor inactive, Rhodamine fluor inactive, Epigenetic mod 0% and 4-MU autofl 4.4e-08M*.
`CCCN1Cc2cccc(C(=O)Nc3ccc4c(c3)OCO4)c2C1=O` gave HADH2 inhib 13%, DNA Pol III inh 0%, Hsp90 Hop PPI -2%, ALOX15 inhib -6%, HBB splice mod -1.1%, TexasRed autofl inconclusive, UbGFP stabilizer 9%, Fluorescein fluor inconclusive, Rhodamine fluor inactive, Epigenetic mod 3% and 4-MU autofl inactive.
For COC(=O)c1ccc(COc2cc(O)c3c(c2)OC(C)(C)CC3=O)cc1 the results were HADH2 inhib 1%, DNA Pol III inh -1%, Hsp90 Hop PPI 17%, ALOX15 inhib -3%, HBB splice mod -1.5%, TexasRed autofl inactive, UbGFP stabilizer 6%, Fluorescein fluor inconclusive, Rhodamine fluor inactive, Epigenetic mod 0% and 4-MU autofl inactive.
`CC1CC(C)CN(C(=O)Cn2c(=O)n(CCCCC(=O)NC3CCCC3)c(=O)c3ccccc32)C1` (stereo unspecified) gave HADH2 inhib 9%, DNA Pol III inh 0%, Hsp90 Hop PPI -5%, ALOX15 inhib 5%, HBB splice mod 0.9%, TexasRed autofl inactive, UbGFP stabilizer 4%, Fluorescein fluor inactive, Rhodamine fluor inactive, Epigenetic mod 2% and 4-MU autofl inactive.

Not all compounds are listed (hit frequency here may not be typical).
